# Screens as filed in PubChem.
# TNAP act DEA: human TNAP activation, intermediate phosphate acceptor; purified TNAP, CDP-star luminescence, 100 mM DEA, 30 min; hits give high values; scale: 0 levamisole-inhibited, 1 vehicle-only enzyme; activation factor at 20 µM; P05186; 64,000 tested, under 10 active;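 active means activation factor of at least 2 at 20 µM, relative to controls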
# Target sequence (P05186 whole entry, looked up): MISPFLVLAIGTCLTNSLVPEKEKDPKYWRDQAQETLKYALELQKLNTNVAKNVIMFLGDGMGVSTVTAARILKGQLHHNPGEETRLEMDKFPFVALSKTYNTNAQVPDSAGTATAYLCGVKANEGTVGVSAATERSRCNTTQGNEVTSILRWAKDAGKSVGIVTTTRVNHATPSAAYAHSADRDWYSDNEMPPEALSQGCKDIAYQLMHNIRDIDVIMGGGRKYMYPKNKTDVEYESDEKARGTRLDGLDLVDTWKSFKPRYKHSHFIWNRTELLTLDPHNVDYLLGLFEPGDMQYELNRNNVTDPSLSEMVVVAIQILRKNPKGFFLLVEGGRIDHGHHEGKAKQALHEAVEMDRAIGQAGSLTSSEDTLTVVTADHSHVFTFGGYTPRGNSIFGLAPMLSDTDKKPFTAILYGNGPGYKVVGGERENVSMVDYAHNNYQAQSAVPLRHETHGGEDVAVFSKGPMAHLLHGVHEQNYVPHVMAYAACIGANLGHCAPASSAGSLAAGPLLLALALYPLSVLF
# ROCK2 inh: inhibitors of human Rho kinase 2 | O75116 | purified ROCK2, Kinase-Glo ATP depletion luminescence | inhibition, % at 6 µM | 60,000 tested, 0.35% active | AID 604;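 active means inhibition above the screen-wide mean inhibition plus 3 SD, cut at about 18% in these data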;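 further: plate controls were DMSO wells for no effect and Y-27632 control wells after no-enzyme background subtraction for full effect; many of its hits are not listed in these tables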
# Jurkat tox 60K: cytotoxicity toward Jurkat cells; Jurkat E6.1 viability, ATP luminescence, 48 h; inhibition, % at 4 µM; 56,000 tested, 1.2% active; AID 463;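 active means inhibition above the mean inhibition of all tested compounds plus 3 SD, cut at about 28% in these data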
# PKA kinase inh: blocks human protein kinase A activity | PKA Kemptide phosphorylation, Kinase-Glo ATP luminescence | inhibition, % at 6 µM | 65,000 tested, 0.1% active | AID 524;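 active means inhibition above the screen-wide mean inhibition plus 3 SD, cut at about 21% in these data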; further: many of its hits are not listed in these tables
# MKP-1 inh: inhibitors of human MKP-1 phosphatase; inhibition, %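 (compounds tested at a single concentration somewhere between 10 and 100 µM)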; P28562; recombinant MKP-1, OMFP hydrolysis fluorescence; AID 374; 65,000 tested, 0.15% active;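 active means inhibition above about 50%, limit read from the data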;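 further: 0% = DMSO max control wells and 100% = wells with enzyme stopped by NaOH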
# JNK3 blocker: blocks human JNK3 kinase activity. P53779. purified JNK3 kinase activity, HTS. inhibition, % at 8 µM. 60,000 tested, 0.61% active. AID 746; in the data active means inhibition above about 17%;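 further: 0% = DMSO and 100% = reference inhibitor; many of its hits are not listed in these tables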
# Target sequence (P53779 whole entry, looked up): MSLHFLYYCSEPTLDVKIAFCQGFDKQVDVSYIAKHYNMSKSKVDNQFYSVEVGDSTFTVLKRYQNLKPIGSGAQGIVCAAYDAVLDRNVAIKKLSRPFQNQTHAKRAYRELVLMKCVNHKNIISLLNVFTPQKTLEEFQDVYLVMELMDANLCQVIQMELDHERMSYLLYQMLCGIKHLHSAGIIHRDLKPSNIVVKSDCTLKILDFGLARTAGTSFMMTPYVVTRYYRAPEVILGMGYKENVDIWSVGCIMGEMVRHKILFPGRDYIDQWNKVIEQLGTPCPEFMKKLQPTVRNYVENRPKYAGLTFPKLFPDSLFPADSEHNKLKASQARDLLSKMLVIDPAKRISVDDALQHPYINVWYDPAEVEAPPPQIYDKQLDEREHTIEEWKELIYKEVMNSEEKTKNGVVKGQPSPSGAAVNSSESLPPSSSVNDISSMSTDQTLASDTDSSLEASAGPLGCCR
# MMP13 inh: inhibitors of human MMP13. P45452. MMP-13 fTHP FRET cleavage, Mca fluorescence. inhibition, % at 4 µM. 65,000 tested, 0.07% active. AID 570;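 active means inhibition above the mean of compound-free control plate wells plus 3 SD, cut at about 14% in these data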;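 further: 0% = DMSO wells and 100% = wells with reference MMP-13 inhibitor after basal subtraction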
# HEK293 NFkB inh: lowers PMA/ionomycin-induced NF-kB signal in HEK293 cells; HEK-293 NF-kB luciferase reporter, luminescence; inhibition, % at 3 µM; 62,000 tested, 0.21% active; AID 465;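 active means inhibition above the mean of all tested compounds plus 3 SD, cut at about 40% in these data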;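 further: 0% = stimulated DMSO wells and 100% = 10 µM reference inhibitor 5653914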
#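 System: NF-kB luciferase reporter HEK-293 cells | Replication: Single test | Control set: DMSO vs reference inhibitor | Evaluation: % inhibition | Schedule: 1 h pretreatment, 16 h stimulation, 37 °C | Probe or stimulus: PMA with ionomycin | Compound dosing: One dose, 3 µM | Detection: Luciferase luminescence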
# Cdc25B inh: human M-phase inducer phosphatase 2 inhibition. P30305. recombinant Cdc25B, OMFP fluorescence Ex485/Em525. inhibition, %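 (compounds tested at 10 µM final in the well)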. 65,000 tested, 0.1% active; in the data active means inhibition above about 50%
# Active calls of the source: *; / = not tested or not shown.
SMILES,TNAP act DEA,ROCK2 inh,Jurkat tox 60K,PKA kinase inh,MKP-1 inh,JNK3 blocker,MMP13 inh,HEK293 NFkB inh,Cdc25B inh
CCOC(=O)C1CCCN(c2c(N3CCC(N4CCCCC4)CC3)c(=O)c2=O)C1 (configuration not stated),1,-0.3,0.8,-9.1,2.1,-8.5,1.1,7.9,-2.4
O=C(CCNc1ccccc1)c1ccc2c(c1)OCO2,0.8,4.5,-2.0,8.9,24.6,-0.5,3.9,-41.2,-5.9
CCCC(=O)Nc1ccc(NC(=O)c2ccccn2)cn1,1,/,/,4.8,9.9,/,0.8,-15.1,-9.9
O=C(CSc1nc(-c2ccco2)cc(C(F)(F)F)n1)Nc1cccnc1,0.8,3.4,25.6,8.2,26.9,2.2,-8.7,14.9,3.8
Cc1ccc(S(=O)(=O)NC(CC(=O)N2CCc3ccccc32)c2ccco2)cc1 (configuration not stated),0.9,2.6,0.0,1.2,4.7,5.9,-1.9,12.0,-14.6
COc1ccc(OC)c2c1sc(=NC(=O)c1ccco1)n2C,0.9,2.1,-5.9,-0.1,13.8,3.4,1.9,-0.3,-3.2
CCS(=O)(=O)NCCc1ccc(OC)c(OC)c1,0.8,10.3,-8.6,8.9,4.0,0.8,-3.0,13.5,-0.7
COc1ccccc1N1CC(C(=O)OC(C)C(=O)N2CCCc3ccccc32)CC1=O (configuration not stated),1,0.6,3.7,2.6,1.2,-3.5,-2.2,-1.9,2.3
O=C(NCc1ccc2c(c1)OCO2)c1ccc(S(=O)(=O)NCC2CCCO2)cc1 (configuration not stated),0.9,-3.8,14.4,4.0,-8.3,-2.9,5.2,22.1,-1.8
Cn1cc(C(=O)NC2CCCCCC2)c(=O)c2cc(S(=O)(=O)N3CCCC3)ccc21,0.9,-4.0,-0.6,-3.9,29.6,6.4,-11.8,-3.3,3.2
CCCCOC(=O)Nc1ccc(OC)cc1S(=O)(=O)N1CCOCC1,0.9,8.9,-2.5,7.1,4.1,6.2,-0.9,4.0,-8.0
Cc1ccccc1-n1c(=O)c2ccccc2n2nnnc12,0.8,/,/,2.6,-17.1,/,-0.3,5.1,2.6
CCS(=O)(=O)N1CCC(C(=O)NCc2ccccn2)CC1,0.9,-1.6,3.2,0.7,21.6,4.2,-0.2,15.3,12.5
Cc1oc(-c2ccccc2)[n+]([O-])c1C,0.9,0.4,-5.1,-6.4,-5.3,-3.0,2.0,23.2,-9.0
CCC(=O)N1CCN(c2ccccc2NC(=O)Cc2ccc(Cl)cc2)CC1,0.9,9.5,3.1,12.8,-6.2,2.7,1.3,-1.4,-12.6
Cc1ccc(N2CCCn3c2nc2c3c(=O)n(CCN3CCOCC3)c(=O)n2C)cc1,1,3.6,-3.1,12.6,17.4,3.6,5.2,10.8,5.4
CN1C(=O)CC2(CC(=O)N(Cc3ccccc3)C2)C1=O (configuration not stated),0.9,0.1,1.4,-5.9,5.0,-4.9,3.7,7.3,-2.5
Cc1nnc(N2CCN(Cc3ccccc3)CC2)[nH]c1=O,0.8,-6.8,0.1,-3.0,-8.3,-4.7,4.0,5.1,-12.6
Cc1ccc(NC(=O)N2CCC(NC(=O)c3ccccc3C)CC2)cc1,0.9,7.5,-3.8,6.1,-32.0,-2.5,-7.4,5.5,-5.7
c1cc2c(cc1Oc1nc(N3CCOCC3)nc(N3CCOCC3)n1)OCO2,0.9,4.4,-2.2,4.3,2.3,0.0,-0.1,12.1,-7.1
CC(=NC1CCCCC1)C1=C(O)c2ccccc2C1=O,0.8,4.4,0.5,10.1,6.5,15.3,3.6,-30.8,-2.0
Cc1onc(-c2ccccc2)c1C(=O)Nc1c(C)n(C)n(-c2ccccc2)c1=O,1,7.1,3.7,5.3,-0.9,-1.7,-2.7,19.8,-11.3
CN1CCN(CC(=O)C23CC4CC(CC(C4)C2)C3)CC1,0.9,4.6,3.2,4.2,7.3,-5.1,1.0,4.2,9.5
Cc1nc2cc(S(=O)(=O)N(C)C)ccc2n1-c1ccccc1,0.9,-3.4,-0.8,-6.2,-0.8,6.0,2.4,19.7,-20.9
CCC(C)NC(=O)CCS(=O)(=O)c1ccc(Br)s1 (configuration not stated),0.9,-1.5,4.9,-0.2,6.6,-2.4,0.4,13.6,-5.1

# An excerpt of these results, as tab-separated lines:
compound	TNAP act DEA	ROCK2 inh	Jurkat tox 60K	PKA kinase inh	MKP-1 inh	JNK3 blocker	MMP13 inh	HEK293 NFkB inh	Cdc25B inh
O=C(CCNc1ccccc1)c1ccc2c(c1)OCO2	0.8	4.5	-2.0	8.9	24.6	-0.5	3.9	-41.2	-5.9
CCCC(=O)Nc1ccc(NC(=O)c2ccccn2)cn1	1	/	/	4.8	9.9	/	0.8	-15.1	-9.9

# The main list resumes, repeating the 2 entries before the break.
SMILES,TNAP act DEA,ROCK2 inh,Jurkat tox 60K,PKA kinase inh,MKP-1 inh,JNK3 blocker,MMP13 inh,HEK293 NFkB inh,Cdc25B inh
Cc1nc2cc(S(=O)(=O)N(C)C)ccc2n1-c1ccccc1,0.9,-3.4,-0.8,-6.2,-0.8,6.0,2.4,19.7,-20.9
CCC(C)NC(=O)CCS(=O)(=O)c1ccc(Br)s1 (configuration not stated),0.9,-1.5,4.9,-0.2,6.6,-2.4,0.4,13.6,-5.1
COC(=O)CNC(=O)c1c(-c2ccccc2Cl)noc1C,0.9,1.5,-0.1,5.5,2.5,0.4,1.3,8.1,-0.1
Cc1cc(C)nc(SCNC(=O)c2ccc(F)cc2)n1,0.9,0.2,-0.6,-2.5,-2.7,12.5,-3.2,10.4,-2.8
CCCOc1ccc(/C=c2\sc3nc(-c4ccco4)nn3c2=O)cc1OCC,0.9,5.5,2.9,1.9,1.9,0.9,2.6,22.1,22.5
CCn1c(SCC(N)=O)nnc1-c1cc2c(C)nn(-c3ccccc3)c2s1,0.9,1.3,-0.5,11.9,37.2,14.3,3.5,16.3,-6.2
CCCC(=O)n1nc(-c2ccc(OC)cc2)nc1N,0.8,-0.7,-3.9,1.1,-4.2,2.2,-1.9,2.9,-3.2
O=C(COC(=O)c1cccc(C(=O)OCC(=O)NC2CCCCC2)n1)NC1CCCCC1,1,-1.3,-7.6,2.2,34.5,-2.3,2.3,0.8,-5.3
Clc1ccc(-c2nnc3sc(-c4ccccn4)nn23)cc1,0.9,11.9,3.2,2.2,-8.5,4.1,2.2,-3.4,0.1
Cc1sc2ncn3cnnc3c2c1C,0.8,2.1,-2.9,-1.8,4.8,4.3,-1.7,15.8,-10.1
COC(=O)C1=C(N)Oc2cc(C)n(Cc3cccnc3)c(=O)c2C1c1ccc(OC)c(OC)c1 (configuration not stated),0.9,6.9,-3.7,8.0,11.9,-1.9,-0.4,4.7,-7.4
O=C(c1cn(CC(=O)N2CCCCC2)c2ccccc12)C1CC1,0.9,3.1,-3.8,5.3,0.5,-5.9,-3.9,7.3,-19.4
Cc1ccc(N(C(C)C(=O)N2CCCCC2)S(C)(=O)=O)cc1C (configuration not stated),0.9,-1.1,2.1,3.8,6.0,-0.3,5.4,-3.6,12.2
CCN(CC)C(=O)CSc1nc2ncc(Cl)cc2[nH]1,0.9,4.4,-2.2,0.5,-15.3,-0.8,-3.4,3.2,10.3
CCc1cc(/C(Cc2ccc3ccccc3n2)=N\O)c(O)cc1O,/,1.0,11.7,2.8,-6.5,3.3,2.3,17.0,6.6
CCn1c(C)c(C(C)=O)c(N2CCN(c3ccccn3)CC2)nc1=S,1,6.7,-1.5,8.8,7.9,0.0,3.1,8.9,-5.6
CS(=O)(=O)N1CCN(c2ccccc2NC(=O)Cc2ccc(Cl)cc2)CC1,1,5.5,0.3,9.4,23.8,8.2,-2.0,6.0,-6.9
COc1ccc(CSc2nnnn2Cc2ccccc2)cc1OC,0.9,-0.5,0.7,12.2,4.9,-2.5,3.4,14.5,1.7
Cn1c(=O)c2c(ncn2CC(=O)Nc2nc(-c3ccccc3Cl)cs2)n(C)c1=O,0.9,3.9,-1.8,-0.7,18.2,3.4,-6.0,9.8,-3.6
O=C(CSc1ncnc2c1oc1ccccc12)N1CCc2ccccc2C1,0.9,-1.9,6.3,1.7,26.4,-0.5,-2.4,13.7,-7.6
O=C(CCCc1c[nH]c2ccccc12)N1CCCCCC1,0.9,0.4,4.4,1.1,23.2,-5.1,-1.8,-2.1,-6.4
O=C(CSc1nc(O)cc(=O)n1-c1ccccc1)NCc1ccccc1,0.9,2.8,-6.3,-1.0,7.7,-3.5,-10.2,9.0,-9.0
Cn1c(SCC2CCCCC2)nnc1-c1ccncc1,0.9,9.3,-4.5,10.4,-5.8,-5.2,0.5,2.7,-8.0
O=C(Oc1cccnc1)c1cc2ccccc2oc1=O,0.9,7.8,4.5,0.9,10.3,7.9,2.5,-1.2,0.1
CCc1nc(SCC(=O)Nc2cccc(C(F)(F)F)c2)c2c(=O)n(C)c(=O)n(C)c2n1,1,4.9,-3.0,7.9,12.3,-3.6,7.5,4.9,6.0
COc1ccc(C2CC(c3ccc(Cl)c(Cl)c3)Nc3nc(N)nn32)cc1 (configuration not stated),1,3.3,2.8,7.8,32.8,4.3,-3.9,-3.9,-1.5
CCCCCCn1cnc2c(c1=O)c1nc3ccccc3nc1n2Cc1cccs1,0.9,5.2,-2.5,5.0,-13.6,10.7,3.5,7.5,4.7
# Other records follow:
SMILES,TNAP act DEA,ROCK2 inh,Jurkat tox 60K,PKA kinase inh,MKP-1 inh,JNK3 blocker,MMP13 inh,HEK293 NFkB inh,Cdc25B inh
CCOC(=O)N1CCN(c2ccc(C(=O)c3cccc(F)c3)cc2)CC1,1,/,/,-0.8,28.3,/,6.7,5.3,-13.5
CC(=O)Nc1ccc(C(=O)CSc2nc3ccccc3n2CC(=O)N2CCCC2)cc1,0.8,-0.6,10.5,-3.8,9.0,-6.1,8.0,22.2,0.9
Cc1c(N=CC=Nc2c(C)n(C)n(-c3ccccc3)c2=O)c(=O)n(-c2ccccc2)n1C,1,-0.2,1.0,-1.8,6.1,-7.5,-3.0,20.0,0.9
CCOC(=O)N1CCN(C(=O)Cn2ncc3ccccc32)CC1,0.6,1.9,-15.9,-0.5,7.0,-2.4,-6.4,2.8,-5.0
COc1ccccc1C(=O)Nc1ccccn1,1,-1.6,-0.4,-4.2,-11.7,13.2,0.6,-4.0,-38.8
CCCN1C2=NS(=O)(=O)CCN2c2ccccc21,1,2.9,-1.3,7.2,-4.7,6.7,1.1,17.6,-0.5
COc1ccc(N2C(=O)C(Cl)=C(N3CCCC3)C2=O)cc1,0.9,/,/,0.1,-3.4,/,4.3,10.0,-0.1
O=C1CC(c2cccnc2)c2cc3c(cc2N1)OCO3 (configuration not stated),0.8,4.1,2.3,11.8,-7.8,-4.7,0.8,7.3,-18.3
Cc1ccccc1NC(=O)c1cnc2ccccn2c1=O,1,3.1,-2.0,4.3,6.9,2.6,1.6,-21.5,-2.4
O=C(CCN1CCOCC1)Nc1ccc2c(c1)CCC2,0.8,0.1,-2.3,8.3,-5.6,2.4,7.8,9.5,1.0
Cn1c(-n2c(CCN3C(=O)c4ccccc4C3=O)nc3ccccc3c2=O)nc2ccccc21,0.9,4.8,1.3,8.5,8.6,7.4,-2.9,14.3,-6.1
CCOCC(=O)Nc1cccc(C(=O)OCC)c1,0.9,-1.6,-3.9,-2.6,1.6,0.7,-0.1,11.9,-2.1
CCCc1nc(SCC(=O)Nc2cc(Cl)ccc2OC)c2c(=O)n(C)c(=O)n(C)c2n1,1,2.2,-7.3,4.0,19.8,2.2,-2.1,10.5,-12.2
Cc1ccc(S(=O)(=O)Nc2c(C)n(C)n(-c3ccccc3)c2=O)cc1C(=O)NCc1ccccn1,0.9,5.5,-2.0,9.6,7.0,2.9,-1.0,-11.4,-6.9
CCCS(=O)(=O)c1nnnn1-c1cccc(OC)c1,1,-0.7,101.3*,-4.8,1.0,-1.1,2.1,33.8,2.9
Cc1cncn1CCc1nc2c3ccccc3nc(=S)n2[nH]1,0.9,7.1,-6.1,10.8,-0.3,-6.1,3.2,17.2,-9.0
